Screens deposited in PubChem by several laboratories.
MEKK3 PB1 HTS – modulators (inhibitors or enhancers) of MEK5 binding to human MEKK3 PB1 domain. bead-based flow cytometry, Alexa488-MEK5 binding to MEKK3; actives lie on both sides; 0 = blocked by unlabeled MEK5, 100 = vehicle. binding response (% of control), % at 10 µM. AID 1529. 1.4% of 290,000 active. Q99759;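 active means binding response more than 3 SD above or below the average of its plate-row segment, actives on both sides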;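 further: Alexa488 bead fluorescence after subtracting the streptavidin-only scavenger bead signal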
CHRM4 PAM – potentiates acetylcholine response at human M4 receptor; CHO-K1 hM4/Gqi5, Fluo-8 calcium fluorescence, ACh EC20; 0% = ACh EC20, 100% = maximal ACh; 0.4% of 360,000 active; activation, % at 3 µM;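 active means activation above its plate's cutoff, the mean activation of sample wells plus 3 SD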; further: some results filed as inactive read as strong as hits
CRFBP-R2 agonist – CRF-BP/CRF-R2 complex agonism; HEK293 CRF-R2/CRF-BP, calcium dye fluorescence (FLIPR); percent of saturating CRF peptide response; activation, % at 13.2 µM; 0.46% of 350,000 active; AID 588473;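 active means activation of at least 50%, plus an integration ratio under a set limit after plate pattern correction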;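 further: plate controls were neutral control wells without compound for no effect and CRF at EC100 for full effect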
PHOSPHO1 block – inhibitors of human PHOSPHO1 phosphatase; AID 1565; Q8TCT1; 1.1% of 290,000 active; inhibition, % at 13.3 µM; recombinant PHOSPHO1, absorbance phosphatase assay; in the data active means inhibition above about 60%
Target sequence (Q8TCT1 whole entry, looked up): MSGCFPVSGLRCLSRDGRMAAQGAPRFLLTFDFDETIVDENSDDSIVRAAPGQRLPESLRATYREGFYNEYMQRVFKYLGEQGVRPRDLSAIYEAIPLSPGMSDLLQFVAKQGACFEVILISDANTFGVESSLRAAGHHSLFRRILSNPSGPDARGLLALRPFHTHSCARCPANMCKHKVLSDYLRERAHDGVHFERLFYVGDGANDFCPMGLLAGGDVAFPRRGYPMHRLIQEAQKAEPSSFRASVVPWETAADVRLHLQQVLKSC
IDE act – activators of human insulin-degrading enzyme in cells | P14735 | HEK cells, FAbeta-B cleavage, fluorescence polarization; 0% vehicle, 100% cell-free pure enzyme wells | activation, % at 5.96 µM | 0.073% of 340,000 active | AID 493087;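 active means activation above the mean of all tested compounds plus 3 SD, set per screening campaign, cut at about 17% in these data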
GalR3 antag – antagonists of human GalR3. inhibition, % at 3 µM. HEK293 GalR3-CNG cAMP membrane potential fluorescence; galR3 body fused to GalR1 C-terminus. 0.44% of 360,000 active. O60755;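 active means inhibition above the screen-wide average plus 3 SD, cut at about 13% in these data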;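 further: forskolin and galanin both at EC90 stimulate the cells; cAMP rise reported by CNG channel membrane potential dye signal; 0% = forskolin plus galanin with DMSO and 100% = forskolin alone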
Target sequence (O60755 1-299 limits assumed): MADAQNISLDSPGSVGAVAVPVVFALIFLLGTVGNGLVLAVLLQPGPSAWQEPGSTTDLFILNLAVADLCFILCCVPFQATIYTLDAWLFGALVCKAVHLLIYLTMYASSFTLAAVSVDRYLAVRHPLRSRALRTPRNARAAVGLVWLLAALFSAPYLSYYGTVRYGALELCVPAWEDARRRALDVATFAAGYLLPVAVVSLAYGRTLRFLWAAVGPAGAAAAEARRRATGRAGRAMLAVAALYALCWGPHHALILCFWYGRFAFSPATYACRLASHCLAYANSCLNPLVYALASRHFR
CRFBP-R2 block – antagonists of CRF-binding protein/CRF-R2 receptor complex; HEK293 CRF-R2/CRF-BP, CRF-induced calcium fluorescence; 0.59% of 350,000 active; AID 588475; inhibition, % at 11.8 µM;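 active means inhibition of the ligand-induced calcium signal above about 50% at the single tested concentration, limit read from the data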
pCIP destab – lowers stability of the mouse p/CIP coactivator protein; F442A p/CIP-EGFP cells, EGFP fluorescence, 16 h; decrease of EGFP signal, % at 10 µM; 0.01% of 290,000 active;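 active means EGFP signal decrease of at least 30% at 10 µM or well 3 SD below plate mean, unless failing retest; inactive means the rest, including hits failing retest or dose response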; further: some compounds called inactive have numbers as strong as hits; many of its hits are not listed in these tables
IDE inh – cellular human IDE inhibition. P14735. HEK cells, FAbetaB cleavage, fluorescence polarization. inhibition, % at 5.59 µM. 0.41% of 320,000 active;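 active means percent inhibition above the average of all tested compounds plus 3 SD, set per screening campaign, cut at about 16% in these data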;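 further: IDE supplied by intact live HEK cells; FP after avidin binding of uncleaved biotin substrate so inhibition keeps polarization high; 0% = DMSO wells and 100% = 60 µM reference IDE inhibitor Ii1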
An asterisk follows results filed as active; x = no result given.

CRFBP-R2 agonist,MEKK3 PB1 HTS,GalR3 antag,CRFBP-R2 block,IDE act,PHOSPHO1 block,IDE inh,pCIP destab,CHRM4 PAM,mol
2.5,102,1,-40,-1,34,1,-5,6,CN1C2CCC1/C(=C\c1ccccc1)C(=O)/C2=C\c1ccccc1
0.4,x,-7,6,4,x,-4,x,-9,CC1CC(C)CN(C(=O)COC(=O)C2CCN(S(=O)(=O)c3c(Cl)cccc3Cl)CC2)C1 (centres undefined)
0.0,106,-2,7,-1,10,-1,-3,22*,Cc1ccc(-n2ncc(C#N)c2/N=C/N2CCOCC2)cc1
0.1,104,-1,-8,3,-1,4,-8,-7,Cc1ccc(S(=O)(=O)N(CC(=O)N2CCCCC2)c2cccc(C)c2)cc1
-1.6,104,-6,-15,3,32,3,-15,4,CC(C)CNC(=O)CN(c1cccc(Cl)c1)S(C)(=O)=O
0.4,101,-8,0,-7,62*,-4,-6,-6,N#Cc1sc(NCc2ccccc2)nc1Cl
5.4,100,x,-19,5,23,6,1,2,O=C(c1ccc2c(=O)n3c(nc2c1)CCCCC3)N1CCN(c2ccccc2F)CC1
-0.5,104,-6,-8,8,24,-2,-11,-7,COC(=O)c1cccc(NC(=O)c2cccc([N+](=O)[O-])c2)c1
1.3,98,-11,-2,5,4,4,-6,-7,COc1ccc(-n2nc(C(=O)NCC(=O)N3CCN(Cc4ccccc4)CC3)c3ccccc3c2=O)c(OC)c1
0.0,97,-5,-6,2,26,2,-15,-10,Cc1ccccc1Nc1nc(N)nc(CN2CCN(Cc3ccc4c(c3)OCO4)CC2)n1
-1.4,102,2,6,3,8,5,-4,2,COc1ccc(NC(=O)C/C(C)=N/NC(=O)c2cccs2)c([N+](=O)[O-])c1
0.3,109,-5,10,2,6,1,17,-6,O=S(=O)(c1ccccc1)N1CCN=C1SCc1ccc(Cl)cc1
0.9,102,0,-12,1,20,3,-1,-3,CN(C)c1cccc2c1c(NC(=O)Nc1ccc(Cl)cc1Cl)nn2C
-1.3,106,-2,34,0,7,-3,-12,0,Cc1nn(CC(=O)Nc2ccc3c(c2)nc2n3CCOC2)c(=O)c2ccccc12
-0.8,87,-3,1,5,-3,-2,-8,-2,CC(=O)Nc1cccc(/C(C)=N/NC(=O)c2c(-c3ccccc3Cl)noc2C)c1
-3.8,82,0,-18,-5,14,4,-4,-2,COc1ccc(C2=NOC(C(=O)Nc3ccc(C)cc3)C2)cc1OC (centres undefined)
-1.5,94,-5,-12,4,-10,6,4,-28,CC1CCN(CCOCCOc2ccc(Br)cc2Cl)CC1
-3.4,97,-1,2,-3,37,-1,-6,7,O=C(CSc1nnc(-c2ccccc2)n1C1CCCCC1)Nc1ccc(S(=O)(=O)Nc2ccccn2)cc1
-1.9,96,0,-58,0,-8,0,-10,-7,NC(=O)CSc1ccc(Br)cc1
-0.6,107,1,-6,4,-9,4,-7,-5,COc1cccc2cc(C(=O)OC3CCN(C)CC3)c(=O)oc12

An excerpt from above, limited to IDE act and PHOSPHO1 block:
molecule	IDE act	PHOSPHO1 block
COc1ccc(NC(=O)C/C(C)=N/NC(=O)c2cccs2)c([N+](=O)[O-])c1	3	8
O=S(=O)(c1ccccc1)N1CCN=C1SCc1ccc(Cl)cc1	2	6

Next section
CRFBP-R2 agonist,MEKK3 PB1 HTS,GalR3 antag,CRFBP-R2 block,IDE act,PHOSPHO1 block,IDE inh,pCIP destab,CHRM4 PAM,mol
-0.2,x,-2,-3,9,x,0,x,4,CCOc1ccc(NC(=O)CN(C)C(=O)c2c(-c3ccccc3)noc2C)cc1OCC
-0.2,x,-6,-38,4,11,3,-15,8,O=C(Nc1nc(-c2nc3ccccc3s2)cs1)c1ccc(S(=O)(=O)N2CCOCC2)cc1
-0.9,102,-6,6,3,8,2,4,5,CC(C)C[C@H](NC(=O)N1c2ccccc2NC(=O)[C@@H]1C(C)C)C(=O)N[C@@H](Cc1ccccc1)C(=O)O
-0.8,99,-1,7,-1,6,6,-8,3,O=C(NC1CCCCC1)c1ccc(NS(=O)(=O)c2cccc3cccnc23)cc1
-0.2,106,-5,7,-3,20,-5,-10,9,NC(=O)CC(NC(=O)c1ccc(Br)cc1)c1ccc(N2CCN(c3ccc(F)cc3)CC2)c([N+](=O)[O-])c1 (centres undefined)
2.8,103,3,-25,3,-9,-6,-10,-4,CCC(Cc1ccccc1)NC(=O)C1CCC(CNc2c(N3CCCC3)c(=O)c2=O)CC1 (centres undefined)
-1.9,x,-5,21,1,x,4,x,6,O=C(COC(=O)Cc1ccc(Br)cc1)NCc1cccs1
0.0,102,-5,-4,-2,18,2,-5,5,CCC(C)[C@H](NC(=O)NCc1ccccc1)C(=O)O (some centres undefined)
0.2,98,-4,5,1,11,10,0,4,CNC(=S)N(CCO)Cc1cc2cc3c(cc2[nH]c1=O)OCCO3
-0.1,99,-3,0,-4,28,5,-16,3,Cc1ccc(S(=O)(=O)N2CCN(C(=O)Cn3nc(C)c([N+](=O)[O-])c3C)CC2)c(C)c1
-0.4,98,-11,-11,-4,29,4,5,-11,COc1ccc(/C=C2\SC(=O)N(CC(=O)Nc3ccc(F)cc3)C2=O)cc1O
-1.1,101,0,1,3,-1,2,-6,17,CC(Oc1ccc(Cl)cc1Cl)C(=O)Nc1cccnc1 (centres undefined)
1.9,x,-8,19,-4,19,1,-4,-1,CCOC(=O)N1CCN(S(=O)(=O)c2ccc(C(=O)Nc3ccc(F)cc3F)cc2)CC1
-0.4,94,-11,2,0,9,5,8,-12,C=C(C)COc1ccc(-c2ncnc(C(F)(F)F)c2-c2ccccc2)c(O)c1
5.6,x,-1,-16,2,x,x,x,5,CC1=NS(=O)(=O)NC(C)(C)C1
0.6,98,0,4,4,27,0,9,-4,Cc1ccc(NC(=O)CNC(=O)Cc2cccc3ccccc23)nc1
4.0,104,-5,0,0,8,-3,-6,2,Cc1nn(-c2ccc(Cl)cc2)c2[nH]c(CCl)cc(=O)c12
-1.2,95,-1,2,-5,-28,3,-14,-4,O=[N+]([O-])c1ccc(-c2c[nH]c(=S)[nH]2)cc1
-1.2,113,-5,44,5,-3,9,12,3,COc1ccc(NC(=O)CCC(=O)OCC(=O)c2ccc(Oc3ccc([N+](=O)[O-])cc3)cc2)cc1
-0.3,104,-7,4,4,64*,1,12,-3,Cc1ccc(C(=O)OCC(=O)Nc2sc3c(c2C#N)CCCC3)cc1NC(=O)c1ccco1

One compound at a time, as listed above. Order of screens: CRFBP-R2 agonist, MEKK3 PB1 HTS, GalR3 antag, CRFBP-R2 block, IDE act, PHOSPHO1 block, IDE inh, pCIP destab, CHRM4 PAM
Cc1ccc(S(=O)(=O)N2CCN(C(=O)Cn3nc(C)c([N+](=O)[O-])c3C)CC2)c(C)c1 as listed: -0.1, 99, -3, 0, -4, 28, 5, -16, 3
COc1cccc2cc(C(=O)OC3CCN(C)CC3)c(=O)oc12 as listed: -0.6, 107, 1, -6, 4, -9, 4, -7, -5
O=[N+]([O-])c1ccc(-c2c[nH]c(=S)[nH]2)cc1 as listed: -1.2, 95, -1, 2, -5, -28, 3, -14, -4
O=C(c1ccc2c(=O)n3c(nc2c1)CCCCC3)N1CCN(c2ccccc2F)CC1 as listed: 5.4, 100, x, -19, 5, 23, 6, 1, 2

Additional records follow.
CRFBP-R2 agonist,MEKK3 PB1 HTS,GalR3 antag,CRFBP-R2 block,IDE act,PHOSPHO1 block,IDE inh,pCIP destab,CHRM4 PAM,mol
10.0,96,-11,-78,3,16,1,-3,-10,Cc1cccc(Nc2nnc(SC/C(O)=C(\C#N)c3nc4ccccc4[nH]3)s2)c1
3.8,109,-3,2,2,11,1,1,1,CCOc1ccccc1C(=O)Nc1nnc(SCC(=O)Nc2cc(C)on2)s1
1.8,104,-1,8,5,6,-11,-8,9,O=S(Cc1cc(Sc2ccccc2)nc(-c2ccccc2)n1)c1ccccc1 (centres undefined)
6.5,103,-5,12,3,-55,1,7,-24,Cc1cc(C)nc(/N=C(\N)Nc2ccc(F)c([N+](=O)[O-])c2)n1
-1.1,107,-2,4,-3,8,2,-7,2,CCOC(=O)C1(Cc2ccccc2)CCCN(S(=O)(=O)N(C)C)C1 (centres undefined)
-0.2,103,-4,8,1,34,-5,-1,9,COc1ccc(N2C(=O)C3C(c4ccc(C(=O)O)cc4)NC(Cc4ccccc4)(C(=O)O)C3C2=O)c([N+](=O)[O-])c1 (centres undefined)
-1.4,x,-4,11,3,x,-1,x,3,COc1ccc(CCNC(=O)c2oc3ccccc3c2C)cc1
-0.7,106,-3,9,3,47,x,-13,3,COc1ccc(-n2c(SCC(=O)N3CCOCC3)nc(O)cc2=O)cc1
7.5,80,-6,9,8,48,-4,2,10,NC(=O)CSc1nnc2ccc(-c3ccc(Cl)cc3)nn12
-0.3,x,-3,4,4,40,7,-7,12,COC(=O)c1ccc(CSc2nc(C(F)(F)F)c3c(c2C#N)CCC3)o1
0.2,x,-3,-25,-1,x,-3,x,-2,CC(OC(=O)Cc1c[nH]c2ccccc12)C(=O)Nc1ccc(S(N)(=O)=O)cc1 (centres undefined)
-0.1,103,1,-6,6,x,-4,x,14,CCOC(=O)Nc1ccc2c(c1)N(C(=O)CCN1CCN(CCO)CC1)c1ccccc1S2
-1.2,99,0,-12,4,5,1,-1,0,CC(C)C(NS(=O)(=O)c1ccc2c(c1)C(C)(C)C(=O)N2C)C(=O)NCc1ccccc1Cl (centres undefined)
-1.2,104,-8,10,4,18,3,-1,2,O=C(NCCOc1ccc(F)cc1)C1CCC(=O)N(CC2CCCCC2)C1 (centres undefined)
1.9,94,-7,-7,x,x,0,x,x,COC(=O)C1=C(C(=O)OC)[C@@H]2Nc3ccccc3[C@@]23C[C@@H](C(=O)OC)N(C(=O)NC2CCCCC2)C3=N1
5.8,109,6,9,-1,-15,-1,-9,10,COCCn1nnnc1SCC(=O)N1CCCCC1
2.0,96,2,7,0,-10,3,-4,-7,Cc1[nH]c(=O)c(C#N)c(C)c1Cl
0.1,98,6,-36,2,-11,-8,-1,-6,CCOC(=O)c1[nH]c2ccc(OC)cc2c1NC(=O)CCN1CCc2ccccc2C1
0.8,89,4,16,1,12,1,1,0,Cc1nc2ccccc2nc(C)c1=NOCc1cccc(F)c1
